aSyn yeast rescue = qHTS of alpha-syn Inhibitors: NCGC Sytravon Library Screen; S. cerevisiae alpha-synuclein toxicity rescue, BacTiter-Glo growth, 24 h; Potency, µM (titrated, usually from 46.1 µM), inactives show at the top dose growth rescue (activation), hits mostly activators; actives 0.02% (n = 94,000); active means well fitted activation curve with a large enough effect; further: 0% is about no effect
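Growth restoration measured by BacTiter-Glo luminescence after 24 hr at 30 deg C; alpha-synuclein yeast, raffinose-pregrown to mid-log, were added at OD600=0.02 in galactose medium onto pinned compounds.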
An asterisk follows results filed as active. Potency means the concentration at half of the fitted maximal effect. These rows are one share of the data; rates above refer to the full screens.

SMILES	aSyn yeast rescue
CC(=O)N1CCN(c2ccccc2NC(=O)c2ccc(-c3cccc([N+](=O)[O-])c3)o2)CC1	8%
CCCCCCN1C[C@H](n2cc(C3CC3)nn2)[C@@H](O)C[C@@H]1c1ccc(Cl)cc1	11%
CCN(CC)S(=O)(=O)c1cccc(NC(=O)c2ccc(Br)cc2)c1	-7%
Cc1ccc(CNC(=O)C2CCCN(c3nnc(-n4c(C)ccc4C)s3)C2)cc1 (stereo not given)	-5%
O=C(Nc1ccc(NC(=O)c2ccc([N+](=O)[O-])cc2[N+](=O)[O-])cc1)c1ccco1	1%
O=C(O)c1ccc(NNC(=S)Nc2cc(C(F)(F)F)ccc2Cl)cc1	-12%
Cc1cc(C)c(NC(=O)CNC(=O)COC(=O)/C=C/c2cccs2)c(C)c1	-4%
O=C(NCc1ccccc1)C(c1cccnc1)N(C(=O)c1ccccn1)c1ccc(F)cc1 (stereo not given)	0%
CC1=C(C(=O)Nc2ccccc2)C(c2ccccc2C)n2ncc(C(=O)Nc3ccccc3)c2N1 (stereo not given)	-8%
NS(=O)(=O)c1ccc(CCNC(=O)CNC(=O)c2ccccc2Br)cc1	2%
Cn1c(C(=O)N2CCCC(C(=O)NCc3ccc4c(c3)OCO4)C2)cc2sccc21 (stereo not given)	0%
COc1cc([N+](=O)[O-])ccc1NC(=O)Oc1ccc(NC(C)=O)cc1	7%
CCOC(=O)C1CCN(c2cc(C)nc3c(-c4ccccc4OC)c(C)nn23)CC1	0%
Cc1ccc(N2C(=O)NC(NC(=O)C(C)(C)C)(C(F)(F)F)C2=O)cc1 (stereo not given)	-2%
CCc1ccc(CNC(=O)c2cnc3sc(N4CCCCC4)nn3c2=O)cc1	0%
CCc1c(C)sc(NC(=O)c2cc(-c3ccc(OC)c(OC)c3)on2)c1C#N	-5%
CCOc1ccc(Cl)cc1S(=O)(=O)N1CCC(C(=O)NCc2cccnc2)CC1	3%
CN(C)CCN(Cc1ccccc1)C(=O)[C@H](Cc1ccccc1)N1C(=O)c2ccccc2C1=O	-1%
O=C(NCc1ccc(Cl)cc1)c1cnc2sc(N3CCCCCC3)nn2c1=O	0%
Cc1ccc(S(=O)(=O)NCCC(=O)Nc2cccc(S(N)(=O)=O)c2)cc1C	-8%
O=C1CCCc2cc(S(=O)(=O)N3CCCC(C(=O)NCc4ccccc4Cl)C3)ccc2N1 (stereo not given)	2%
Cc1sc2c(c1C)c(=O)n(CCc1ccccc1)c(=O)n2Cc1ccc(F)cc1	-2%
Cc1nc2c3cccnc3nn2c(C)c1CCC(=O)NCc1ccccc1Cl	-5%
COc1cccc(Nc2nc3ccc(C(=O)c4ccccc4)cc3n3cnnc23)c1	-9%
Cc1csc(SCC(=O)Nc2nncs2)n1	4%

Later entries:
SMILES	aSyn yeast rescue
C[C@H]1CN([C@@H](C)CO)C(=O)CCCn2cc(nn2)CO[C@@H]1CN(C)S(=O)(=O)c1ccccc1C#N	1%
Cn1c2c(c(=O)n(C)c1=O)C(c1ccccc1[N+](=O)[O-])CC(=O)N2 (stereo not given)	-1%
CSc1nc(S(=O)(=O)c2ccc(C)cc2)c(N2CCOCC2)s1	-4%
Cc1oc(-c2cccc(Cl)c2)nc1CS(=O)(=O)CC(=O)NCCCN1CCOCC1	1%
CN(C)c1ccc(NC(=O)CSC2=Nc3ccccc3C3=NC(CC(=O)NCc4ccccc4)C(=O)N23)cc1 (stereo not given)	-14%
COc1ccc(-c2noc(-c3ccc(N4CCCCC4)c([N+](=O)[O-])c3)n2)cc1	4%
NNC(=O)Cn1nc2n(c1=O)-c1ccccc1SC2	3%
CCOC(=O)C1CCN(C(=O)Cn2nc(C)n3c(cc4cc(F)ccc43)c2=O)CC1	2%
CCSc1nc(=O)c2c(n1C)NC(=O)CC2c1ccc(O)cc1OC (stereo not given)	-18%
Cc1cc(Cl)ccc1NS(=O)(=O)c1c(C(=O)N2CCC(C)CC2)c(C)n(C)c1C	-5%
OC[C@H](O)[C@H](O)[C@@H](O)[C@@H](O)[C@@H]1SC(c2ccccc2)=NN1c1ccccc1	-1%
O=C(Cn1c(=O)nc(-c2ccccc2)c2cc(Cl)ccc21)NCCc1ccccc1	-3%
O=C(c1ccc(Cl)cc1)N(Cc1ccccc1F)N1C(=O)CCCC1=O	-2%
C[C@@H]1CN([C@@H](C)CO)C(=O)CCCn2nncc2CO[C@@H]1CN(C)C(=O)CCC(F)(F)F	5%
Cc1ccc(C)c(NC(=O)c2nn(C)c3c2CS(=O)(=O)c2ccccc2-3)c1	1%
CN1CCN(C(=O)CCc2ncc(C(F)(F)F)cc2Cl)CC1	-3%
CC(=O)Nc1ccc(Oc2cc(NC(C)=O)cc([N+](=O)[O-])c2)cc1	-2%
CCOC(=O)N/N=C(/C)c1cccc(-n2cnnn2)c1	-1%
CC1CCc2onc(C(=O)N3CCN(c4cccc(Cl)c4)CC3)c2C1 (stereo not given)	2%
COc1cc(NC(=O)c2cnn(-c3cccc(F)c3)c2C2CCNCC2)cc(OC)c1OC	4%
COc1ccc(N2CC3=C(C2=O)C(c2ccc(O)c(OC)c2)NC(=O)N3C)cc1 (stereo not given)	-3%
O=C(NCC1CCCO1)c1cc(-c2ccncc2)nc2ccccc12 (stereo not given)	-11%
O=C(NCc1ccccc1)c1cccc(N2CCCS2(=O)=O)c1	-1%
CCCN(CCC)C(=O)Cn1nnc2sc(-c3ccccc3)cc2c1=O	4%
CCc1cc(C(=O)N(CC(C)C)c2c(N)n(Cc3ccccc3)c(=O)[nH]c2=O)sc1C	-1%

Entries shown so far that have a thiophene ring, fused or not:
SMILES	aSyn yeast rescue
Cc1cc(C)c(NC(=O)CNC(=O)COC(=O)/C=C/c2cccs2)c(C)c1	-4%
Cn1c(C(=O)N2CCCC(C(=O)NCc3ccc4c(c3)OCO4)C2)cc2sccc21 (stereo not given)	0%
CCc1c(C)sc(NC(=O)c2cc(-c3ccc(OC)c(OC)c3)on2)c1C#N	-5%
Cc1sc2c(c1C)c(=O)n(CCc1ccccc1)c(=O)n2Cc1ccc(F)cc1	-2%
CCCN(CCC)C(=O)Cn1nnc2sc(-c3ccccc3)cc2c1=O	4%
CCc1cc(C(=O)N(CC(C)C)c2c(N)n(Cc3ccccc3)c(=O)[nH]c2=O)sc1C	-1%

By substructure: those above containing bromine
SMILES	aSyn yeast rescue
CCN(CC)S(=O)(=O)c1cccc(NC(=O)c2ccc(Br)cc2)c1	-7%
NS(=O)(=O)c1ccc(CCNC(=O)CNC(=O)c2ccccc2Br)cc1	2%

New compounds follow:
SMILES	aSyn yeast rescue
COc1ccc(NC(=O)N(C)C[C@H]2OCCCC[C@H](C)Oc3ccc(NS(=O)(=O)c4cn(C)cn4)cc3C(=O)N([C@H](C)CO)C[C@@H]2C)cc1	-1%
COc1ccccc1Cc1nc2ccccc2[nH]c1=O	7%
O=C(O)COCC(=O)Nc1ccccc1-c1ccccc1	-16%
COc1cc(NC(=O)Cn2c(=O)n(Cc3ccccc3Cl)c(=O)c3cc(OC)c(OC)cc32)cc(OC)c1	-10%
CCOC(=O)c1cnc2c(C(F)(F)F)cccc2c1Nc1cccc(C(=O)OC)c1	7%
Cc1ccc(C(=O)NNC(=O)Cn2ccc(C(F)(F)F)n2)o1	0%
O=S(=O)(c1cccc(Br)c1)N1CCN(CCc2ccccc2)CC1	-2%
CCOc1ccc(NC(=O)c2cnc(N3CCCCC3)c3ccccc23)cc1	0%
COn1c(-c2ccc(Cl)cc2Cl)nc2ncccc21	-3%
CCN(CC)C(=O)C1=C(C)N(CCCOC)C(=O)C(CC(=O)NCc2cccs2)C1 (stereo not given)	0%
Nc1nc(Br)c2ccccc2c1-c1ccccc1	4%
O=C(c1ccc2c(c1)CCN2S(=O)(=O)c1ccccc1)N1CCN(c2ccc(F)cc2)CC1	7%
CCOC(=O)c1ccc(NC(=O)C(=O)NCCc2ccc(OC)cc2)cc1	3%
CCCCc1cc(=O)oc2c(C)c(OCc3nn[nH]n3)ccc12	5%
Cc1nn(-c2ccccc2)c(C)c1C=O	-5%
COCC(=O)N(C)C[C@@H]1Oc2ncc(Br)cc2C(=O)N([C@@H](C)CO)C[C@H]1C	-7%
COc1ccccc1C1NC(=O)c2n[nH]c(-c3cccs3)c21 (stereo not given)	-2%
O=C(Cc1ccccc1)NCCc1cn2ccsc2n1	-6%
COc1cccc(CNC(=O)Cn2ccc3cc(S(=O)(=O)N4CCC(C)CC4)ccc32)c1	0%
CCC(C(=O)NCCC(C)C)N(C(=O)Cn1nnc(-c2ccc(C)cc2)n1)c1cccc(O)c1 (stereo not given)	9%
CC(C)(C)c1ccc(NC(=O)CSc2nnc3scc(-c4ccccc4)n23)cc1	3%
Cc1ccc(-n2nc3c(N4CCCC(C(=O)NCCc5ccccc5)C4)nnc(C)c3c2C)cc1 (stereo not given)	0%
CCc1ccc(NC(=O)C2CCN(S(=O)(=O)c3cccc(-c4noc(C)n4)c3)CC2)cc1	9%
O=C(CN1C(=O)c2ccccc2S1(=O)=O)NCc1ccccc1	-4%
CN(C)S(=O)(=O)c1ccc(C(=O)N(Cc2cccnc2)c2nc3c(F)cc(F)cc3s2)cc1	2%

Further structures
SMILES	aSyn yeast rescue
CC(C)Nc1ccc(Nc2ccnc3cc4ccccc4cc23)cc1	6%
CCOC(=O)c1ccccc1NC(=O)N(C(C)C)C1CCN(C(C)=O)CC1	5%
C[C@@H]1CN([C@@H](C)CO)C(=O)c2cc(Br)cnc2O[C@H]1CN(C)C(=O)c1ccncc1	3%
CC12CCC(C(=O)O)(c3nc4cc([N+](=O)[O-])ccc4nc31)C2(C)C (stereo not given)	-6%
CCOc1ccccc1CNC(=O)c1ccc2c(c1)N(Cc1ccc(C)cc1)CCS2	-7%
COc1ccc(CNC(=O)c2sc(=S)n(-c3ccccc3)c2N)cc1	-4%
COc1ccc(C(=O)Nc2cc(OC)c(Cl)cc2Cl)cc1	-12%
COc1cc2cc(CNc3ccccc3)c(=O)n(CC(=O)Nc3cc(C)cc(C)c3)c2cc1OC	-9%
Cc1cccn2c(=O)c3cc(C(=O)NC(C)C)n(C)c3nc12	1%
O=C1CC(C(=O)Nc2ccc(F)cc2)n2cnnc2N1 (stereo not given)	-4%
Cc1cccc(OCC(=O)Nc2cccc(-c3nc4ccccc4s3)c2)c1	7%
CC(=O)Nc1ccc2nc(NC(=O)CS(=O)(=O)c3ccc(C)cc3)sc2c1	-3%
COc1cccc(N2CC(NC(=O)c3ccc4c(c3)OCO4)CC2=O)c1 (stereo not given)	-1%
O=S(=O)(Nc1ccc(Cl)cc1)c1cccc(S(=O)(=O)c2ccc(Cl)c(Cl)c2)c1	-8%
CCCCCC(=O)N1C[C@@H](O)[C@H](n2cc(COC(=O)c3ccccc3)nn2)C[C@@H]1c1ccc(Cl)cc1	5%
CC1CCn2c(nc3cc(C(=O)NCCc4ccccc4)ccc32)C1 (stereo not given)	-5%
Cc1ccc(C)c(S(=O)(=O)N2CCCC2CNC(=O)c2ccc([N+](=O)[O-])cc2)c1 (stereo not given)	13%
CCOC(=O)c1ccc(N2C(=O)c3[nH]nc(-c4ccc(C)cc4)c3C2c2ccc(O)c(OCC)c2)cc1 (stereo not given)	0%
CC(C)C1C(=O)N(Cc2cn(Cc3ccco3)nn2)CCS(=O)(=O)N1Cc1ccc(-c2ccccc2)cc1 (stereo not given)	17%
COc1ccc(NC(=O)Cn2nnc(C(=O)NCc3ccc4c(c3)OCO4)c2N)cc1	-2%
Cc1ccc(C(=O)N2CCc3cc(CNC(=O)CSc4ccccc4)ccc32)cc1	-30%
Cc1ccc2c(c1)c1c(c(=O)n(-c3ccccc3C)c(=O)n1CC(=O)c1ccc(Cl)cc1)n2C	2%
COc1cc(OC)c(NS(=O)(=O)c2ccc3c(c2)NC(=O)CCS3)cc1Cl	-6%
CCc1ccc(-c2nc(CSCC(=O)N3CCN(c4ccc(F)cc4)CC3)c(C)o2)cc1	-3%
CCCCN(C)C(=O)c1ccc2c(c1)NC(=O)C(CC(C)C)N2 (stereo not given)	-1%

Other results:
SMILES	aSyn yeast rescue
Cc1ccc(NC(=O)C2CCN(S(=O)(=O)c3ccc4c(c3)CCCC(=O)N4)CC2)cc1N(C)C	-7%
COc1ccc(-n2ccnc2SCC(=O)Nc2ccc(F)cc2F)cc1	-13%
O=C(O)C(=Cc1ccncc1)c1cccc2ccccc12	-1%
Cc1nnc2n(C)c(=O)c3c4c(sc3n12)COC(C)(C)C4	3%
C[C@@H]1CCCCO[C@H](CN(C)C(=O)Nc2ccc3c(c2)OCO3)[C@@H](C)CN([C@H](C)CO)C(=O)c2cc(NS(=O)(=O)c3ccc(F)cc3)ccc2O1	12%
COc1ccc2c(c1)c1c(c(=O)n(-c3ccccc3C)c(=O)n1CC(=O)NCc1ccc(C)cc1)n2C	1%
Cc1cccc(OCC(=O)NCCNC(=O)c2cnccn2)c1	1%
Cc1ccc(-c2ccc(CN3C(C)C(=O)N(Cc4cn(Cc5ccco5)nn4)CCS3(=O)=O)cc2)cc1 (stereo not given)	24%
COCC(=O)Nc1ccc2c(c1)[C@@H]1C[C@H](CC(=O)OC)O[C@H](CO)[C@@H]1O2	0%

Random excerpt: 3 records from the list.
SMILES	aSyn yeast rescue
COc1ccc(-n2ccnc2SCC(=O)Nc2ccc(F)cc2F)cc1	-13%
Cc1ccc(-c2ccc(CN3C(C)C(=O)N(Cc4cn(Cc5ccco5)nn4)CCS3(=O)=O)cc2)cc1 (stereo not given)	24%
Cc1ccc(NC(=O)C2CCN(S(=O)(=O)c3ccc4c(c3)CCCC(=O)N4)CC2)cc1N(C)C	-7%
